CDK5 inh: CDK5/p35 (human) kinase inhibition; Recombinant CDK5/p35, ADP-Glo luminescence, 60 min; inhibition, % at 10 µM; hit rate 0.01% among 330,000; AID 488839;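 active means highest replicate inhibition of at least 50% and at least 75% of replicates reaching 50%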;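 further: plate controls were DMSO neutral control for no effect and GW8510 at 10 µM for full effect; many of its hits are not listed in these tables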
DAGLB inh: diacylglycerol lipase beta (human) inhibition; Q8NCG7; HEK293T DAGLB membrane lysate, EnzChek fluorogenic substrate; inhibition, % at 5.17 µM; hit rate 0.059% among 340,000; AID 504411; in the data active means inhibition above about 34%;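 further: 0% = enzyme with vehicle and 100% = wells lacking enzyme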
SUMO Mot1 rescue: SUMOylation pathway inhibition by Mot1-301 growth rescue; S. cerevisiae Mot1-301 growth rescue, ATP luminescence, 38.5C; percent above DMSO median, 100 means doubled; growth rescue, % at 18.8 µM; hit rate 1% among 320,000;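 active means every valid replicate shows activation above 250% relative to neutral control wells; inactive means the rest, any valid replicate at or below 250%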;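 further: OY570 slx delta 5 strain wells were the positive control but not used for scaling; some compounds called inactive have numbers as strong as hits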
phage Ecoli inh: E. coli growth loss with phage present. growth absorbance. inhibition, % at 11.9 µM. hit rate 0.26% among 360,000; in the data active means inhibition above about 11%
Tat export inh: blocks Tat-dependent protein export in E. coli; E. coli MC4100 TorA-mCherry Tat export, fluorescence; inhibition, % at 10 µM; hit rate 0.036% among 340,000; AID 488895;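 active means mean replicate inhibition at least 50% and at least half of replicates individually reaching 50%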;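 further: exported cargo escapes ClpAP degradation while cytoplasmic cargo is degraded and loses fluorescence; 0% = median of neutral control wells and 100% = median of NaSCN control wells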
PKA-R1A activ: activators of PKA-R1A complex | P00514+P68181 | activation, % at 11.4 µM | PKA-R1A dissociation, Cy5-IP20 fluorescence polarization; scaled: DMSO 0%, 113 µM cGMP 100% | hit rate 0.083% among 340,000;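 active means percent activation above the mean of all tested compounds plus 3 SD, cut at about 19% in these data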;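 further: higher means more PKAc released from R1A so a rise in polarization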
PKA-R2B activ: PKA-R2B complex activation. P22694+P31323. hit rate 0.079% among 340,000. PKA-R2B holoenzyme dissociation, Cy5-IP20 fluorescence polarization; R2B truncated from residue 108, S112A mutant; 0% DMSO only, 100% 113 µM cGMP. AID 504700. activation, % at 11.4 µM;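 active means activation above a cutoff set at the mean over all compounds plus 3 SD, cut at about 18% in these data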;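 further: higher means more holoenzyme dissociation and a rise in polarization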
Target sequence (P31323 whole entry, looked up, other chains not shown, the tested form may be a part): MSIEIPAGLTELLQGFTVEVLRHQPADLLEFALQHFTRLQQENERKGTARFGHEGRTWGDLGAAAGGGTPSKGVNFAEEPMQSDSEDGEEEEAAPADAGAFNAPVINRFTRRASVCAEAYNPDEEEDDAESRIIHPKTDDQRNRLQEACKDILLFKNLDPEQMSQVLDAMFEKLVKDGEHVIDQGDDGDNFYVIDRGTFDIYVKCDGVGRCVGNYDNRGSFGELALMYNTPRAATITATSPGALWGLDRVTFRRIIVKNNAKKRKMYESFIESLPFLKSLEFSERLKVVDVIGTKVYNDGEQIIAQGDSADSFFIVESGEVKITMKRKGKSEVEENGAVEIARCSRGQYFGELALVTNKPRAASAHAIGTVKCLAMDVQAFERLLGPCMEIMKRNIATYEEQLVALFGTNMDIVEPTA
HTR5A inv ctr: inverse agonist of human HTR5A in OPRM1-OPRD1 counter-screen | inhibition, % at 9.3 µM | hit rate 0.083% among 340,000 | P47898 | HTR5A cell line, luminescence, inverse agonism | AID 504634; in the data active means inhibition mostly above about 23%, no sharp cut-off; inactive means mostly below about 18%;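 further: 0% = cells with DMSO and 100% = no-cell wells with DMSO; some compounds called inactive have numbers as strong as hits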
Target sequence (P47898 whole entry, looked up): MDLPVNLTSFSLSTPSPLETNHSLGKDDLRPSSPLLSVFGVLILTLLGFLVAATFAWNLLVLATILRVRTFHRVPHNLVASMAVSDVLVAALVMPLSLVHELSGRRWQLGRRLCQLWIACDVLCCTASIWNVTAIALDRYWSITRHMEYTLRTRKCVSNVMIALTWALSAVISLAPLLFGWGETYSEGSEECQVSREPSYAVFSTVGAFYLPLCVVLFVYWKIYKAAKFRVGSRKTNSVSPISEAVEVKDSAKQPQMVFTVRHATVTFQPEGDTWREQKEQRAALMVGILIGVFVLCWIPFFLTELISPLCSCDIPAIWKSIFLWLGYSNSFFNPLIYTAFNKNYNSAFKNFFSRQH
HTR5A ag: HTR5A agonism, opioid heterodimer counter-screen; HTR5A agonist assay, luminescence, cell-based; activation, % at 9.3 µM; hit rate 0.61% among 340,000; P47898; in the data active means activation mostly above about 9.5%, no sharp cut-off; inactive means mostly below about 7.6%;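 further: 0% = cells with vehicle only and 100% = reference agonist; strong numbers were not always called active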
AddAB inh: less growth of phage-infected E. coli with AddAB; E. coli expressing H. pylori AddAB, absorbance growth; inhibition, % at 11.9 µM; hit rate 0.29% among 330,000; in the data active means inhibition above about 12%;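 further: 0% = vehicle wells of infected cells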
Ecoli viability: bacterial growth inhibition, counter-screen for AddAB inhibitors; E. coli V3065 growth, OD600 absorbance, 18 h; inhibition, % at 11.9 µM; hit rate 0.27% among 330,000; AID 449728;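 active means inhibition above the campaign's mean inhibition across all tested compounds plus 3 SD, cut at about 9.9% in these data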;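 further: uninfected addAB+ strain grown without phage in ampicillin broth; 0% = DMSO wells and 100% = ciprofloxacin 0.95 µg/ml wells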
An asterisk follows results filed as active; . = not tested or not shown.

SMILES	CDK5 inh	DAGLB inh	SUMO Mot1 rescue	phage Ecoli inh	Tat export inh	PKA-R1A activ	PKA-R2B activ	HTR5A inv ctr	HTR5A ag	AddAB inh	Ecoli viability
COc1ccc(CCNC(=O)c2ccc3c(c2)N(Cc2ccc(F)cc2)CCS3)c(OC)c1	-5.1	-2	-16	2.5	10	-13	-3	13	5	2.0	0.6
Fc1ccc2c(c1)C(c1ccncc1)=NNC(c1cccnc1)=N2	-1.7	-2	-5	2.4	2	6	1	10	-2	-0.2	-0.2
CCOC(=O)Nc1cccnc1Sc1ccc(Cl)cc1	1.9	-4	18	3.3	1	7	7	4	-5	2.3	1.5
COC(=O)c1sccc1NC(=O)c1c(Cl)cccc1Cl	-0.2	-10	-8	1.9	-7	-9	-3	-9	3	1.6	2.5
CC(C)[C@H](NC(=O)[C@@H]1CSC2c3ccccc3C(=O)N21)C(=O)NCC1CCCO1 (stereo partly drawn)	0.8	1	-1	0.0	8	0	7	-30	9	2.2	-1.6
CC1CCN(CCc2nc3cc(NC(=O)C(C)C)ccc3n2C)CC1	0.9	1	64	0.6	-7	7	2	-6	2	-0.7	-2.8
COc1ccc(-n2cnnc2SCCC#N)cc1	-0.2	0	5	0.8	-2	-3	-1	16	2	4.9	-0.2
COc1ccc(S(=O)(=O)Nc2ccc3c(c2)n(C)c(=O)n3C)cc1F	0.1	-1	-6	1.5	6	2	8	-59	8	1.4	-2.5
CCc1nnc(NC(=O)CSc2nnc(-c3ccco3)n2CCOC)s1	2.0	0	10	5.7	-4	-7	1	3	-1	2.0	-0.7
COc1ccc(Oc2cccc(Cl)c2CNC(=O)CSCC(=O)O)cc1	0.5	1	6	3.8	4	-1	6	-34	7	0.8	0.9
Cc1cc2cc(CN(Cc3ccco3)C(=O)C3CCCCC3)c(=O)[nH]c2cc1C	-0.5	-1	-9	0.7	13	-2	9	-1	0	0.5	-0.9
COCCn1c(SCC(=O)/C=C2\N(C)c3ccccc3C2(C)C)nnc1-c1ccncc1	0.0	1	-6	1.5	5	2	18	-5	2	0.8	-1.4
Cc1ccccc1NC(=O)Cc1c(O)c2ccccc2[nH]c1=O	-1.5	2	-2	3.1	-1	-1	5	7	-4	3.2	-1.7
O=C(NCC1COc2ccccc2O1)c1cccc(S(=O)(=O)N2CCN(c3ccccc3)CC2)c1 (stereo not drawn)	-0.9	-3	.	1.7	-1	-12	1	3	5	.	.
Cc1csc(=O)n1CC(=O)OCc1nnc(-c2ccccc2)o1	0.2	1	40	3.1	4	-7	-4	-6	2	-1.0	2.5
C=CCC1(CC=C)CCCN1C(=O)C1CCC(=O)N(CCc2ccccc2)C1 (stereo not drawn)	3.3	0	-1	1.4	5	-3	2	-9	2	-0.7	-1.0
CCOc1ccc(S(=O)(=O)Nc2ccc(S(=O)(=O)N3CCCCC3)cc2)cc1	-0.1	-2	-14	2.3	5	2	3	-1	0	-0.8	-1.5
CCOC(=O)c1cccc(NC(=O)CCc2nnc3ccc(N4CCOCC4)nn23)c1	1.1	2	-11	2.0	1	0	-4	8	0	1.2	0.6
O=C(C[n+]1ccc(C(=O)NCc2ccccc2)cc1)c1ccc(Cl)cc1	0.3	-1	-7	2.0	2	-6	-6	-8	3	-1.4	0.6
CN(Cc1ccccc1)S(=O)(=O)c1ccc(S(=O)(=O)N(Cc2ccc(F)cc2)C2CCCC2)cc1	-1.9	-6	11	3.2	3	-1	-14	-13	-4	-0.1	0.7
O=C(OCC(=O)c1c[nH]c2ccccc12)c1cccc([N+](=O)[O-])c1	-1.0	-1	45	2.0	-7	-3	-4	-2	1	1.1	0.0
CNS(=O)(=O)c1cccc(C(=O)OCC(=O)c2cc3ccccc3o2)c1	1.3	0	20	4.8	7	-12	-15	37*	-15	2.5	2.5
CSc1cnc2c(=O)[nH]c(=O)n(C)c2n1	.	-3	-25	0.2	4	-10	-14	-34	6	0.3	-1.5
COc1c(N2CCN(C(=S)Nc3ccccc3F)C(C)C2)c(F)cc2c(=O)c(C(=O)O)cn(C3CC3)c12 (stereo not drawn)	0.4	0	-7	99*	91*	-6	-2	1	0	100*	99*
N#CCCN(Cc1cccnc1)C(=S)NCc1ccco1	0.7	1	-13	3.2	-7	2	2	-1	0	4.0	-0.2
CCOC(=O)CNC(=O)CSc1ncnc2c1cnn2Cc1ccccc1	-1.1	-1	.	1.9	-4	-1	-4	15	0	1.7	-0.3
CCOc1ccc(NC(=O)CCN2C(=O)c3cccc([N+](=O)[O-])c3C2=O)cc1	-4.5	-3	-9	2.2	-3	-12	-18	-15	-4	.	.
COc1cc2c(cc1OC)CN(C(=O)c1ccc([N+](=O)[O-])o1)CC2	-1.4	-3	-1	0.8	-8	-10	0	8	-3	1.9	3.5
N#Cc1ccc(-c2csc(NC(=O)C3CC3)n2)cc1	-0.3	-3	-2	2.5	26	-3	-13	-7	2	-0.2	-2.0
CC(=O)Nc1ccc(NC(=O)C(=O)NCC(c2ccco2)N2CCc3ccccc3C2)cc1 (stereo not drawn)	-1.1	3	-3	2.3	-5	-8	-12	-14	8	-2.9	-0.7

Reprinted from the part before: three entries, followed by the next part.
SMILES	CDK5 inh	DAGLB inh	SUMO Mot1 rescue	phage Ecoli inh	Tat export inh	PKA-R1A activ	PKA-R2B activ	HTR5A inv ctr	HTR5A ag	AddAB inh	Ecoli viability
COc1cc2c(cc1OC)CN(C(=O)c1ccc([N+](=O)[O-])o1)CC2	-1.4	-3	-1	0.8	-8	-10	0	8	-3	1.9	3.5
N#Cc1ccc(-c2csc(NC(=O)C3CC3)n2)cc1	-0.3	-3	-2	2.5	26	-3	-13	-7	2	-0.2	-2.0
CC(=O)Nc1ccc(NC(=O)C(=O)NCC(c2ccco2)N2CCc3ccccc3C2)cc1 (stereo not drawn)	-1.1	3	-3	2.3	-5	-8	-12	-14	8	-2.9	-0.7
NCC(=O)NCC(=O)NC[C@H]1O[C@@H](n2cnc3c(N)ncnc32)[C@H](O)[C@@H]1O	0.5	-1	.	2.6	-6	-7	-4	5	-1	0.7	-0.4
N#CC(C#N)=Cc1cc2ccccc2nc1N1CCOCC1	-1.4	2	-9	1.8	0	2	-6	12	-4	5.3	-2.3
Cc1ccc(NC(=O)C/C(N)=N/O)cc1Cl	-1.2	0	-1	5.8	-7	-4	-9	10	3	3.5	0.5
CS(=O)(=O)N1CCN(c2ccc(NC(=O)COc3ccccc3)cc2)CC1	-1.4	.	-3	4.9	-6	.	.	.	.	2.9	0.3
Nc1c(C(=O)c2ccccc2)oc2ccccc12	-0.5	-3	3	1.9	6	-16	-12	7	-6	2.4	-1.6
CC(C(=O)N1CCCCCC1)N(c1ccc(Cl)cc1)S(C)(=O)=O (stereo not drawn)	1.0	-2	-2	-0.7	10	3	7	3	-1	-0.5	1.3
CC(=O)N=c1sc(C(C)(C)C)c(C)n1C	-0.6	-2	.	2.8	0	-2	3	10	-1	0.0	-0.2
COc1ccc2oc(=N)c(C(=O)Nc3ccc(F)cc3)cc2c1	-0.7	-1	7	0.2	-9	4	-6	5	-1	3.3	1.5
C=CCSc1nc2ccccc2c(=O)n1Cc1ccccc1	0.9	-7	-3	3.9	-2	-11	-1	17	-2	2.5	1.2
Cc1cccc(CN(C(=S)Nc2c(C)cccc2C)c2cccnc2)c1	-0.2	-2	2	2.8	6	6	7	-20	6	-0.1	1.0
Brc1ccccc1OCCCN1CCCC1	-1.0	-1	-13	2.8	10	5	10	10	-3	2.3	-0.2
COc1cc(C2CC(=O)c3cnc(NC(=O)COc4ccccc4)nc3C2)cc(OC)c1OC (stereo not drawn)	1.3	-2	1	0.2	2	5	4	-10	3	-1.1	-0.5
Cc1ccc(NC(=O)CN2C(=O)NC(C)(CC(C)C)C2=O)c(Br)c1 (stereo not drawn)	-1.4	-2	-7	2.9	6	-7	0	22	-6	-1.7	1.7
CCN1CCN(C(=O)C2CC(c3ccc(F)cc3)=NO2)CC1 (stereo not drawn)	1.4	0	0	1.1	-11	2	3	6	-2	5.0	-1.1
COc1ccc(OC)c(S(=O)(=O)N2CCN(C)CC2)c1	-0.2	0	-5	3.4	-4	4	6	17	-3	1.2	1.1

7 compounds from above, sorted by count of non-hydrogen atoms, highest first.
SMILES	CDK5 inh	DAGLB inh	SUMO Mot1 rescue	phage Ecoli inh	Tat export inh	PKA-R1A activ	PKA-R2B activ	HTR5A inv ctr	HTR5A ag	AddAB inh	Ecoli viability
COc1cc(C2CC(=O)c3cnc(NC(=O)COc4ccccc4)nc3C2)cc(OC)c1OC (stereo not drawn)	1.3	-2	1	0.2	2	5	4	-10	3	-1.1	-0.5
CS(=O)(=O)N1CCN(c2ccc(NC(=O)COc3ccccc3)cc2)CC1	-1.4	.	-3	4.9	-6	.	.	.	.	2.9	0.3
Cc1ccc(NC(=O)CN2C(=O)NC(C)(CC(C)C)C2=O)c(Br)c1 (stereo not drawn)	-1.4	-2	-7	2.9	6	-7	0	22	-6	-1.7	1.7
COc1ccc2oc(=N)c(C(=O)Nc3ccc(F)cc3)cc2c1	-0.7	-1	7	0.2	-9	4	-6	5	-1	3.3	1.5
C=CCSc1nc2ccccc2c(=O)n1Cc1ccccc1	0.9	-7	-3	3.9	-2	-11	-1	17	-2	2.5	1.2
Brc1ccccc1OCCCN1CCCC1	-1.0	-1	-13	2.8	10	5	10	10	-3	2.3	-0.2
CC(=O)N=c1sc(C(C)(C)C)c(C)n1C	-0.6	-2	.	2.8	0	-2	3	10	-1	0.0	-0.2

Next compounds:
SMILES	CDK5 inh	DAGLB inh	SUMO Mot1 rescue	phage Ecoli inh	Tat export inh	PKA-R1A activ	PKA-R2B activ	HTR5A inv ctr	HTR5A ag	AddAB inh	Ecoli viability
CN1CCN(CCC(=O)N/N=C/c2cc([N+](=O)[O-])ccc2OC(F)F)CC1	-0.7	-3	-7	3.0	-1	-2	-6	0	4	3.5	-1.4
COc1ccc(OC)c(N(CC(=O)NCCc2ccc(OC)c(OC)c2)S(=O)(=O)c2ccccc2)c1	-2.9	1	6	0.7	0	10	-1	-15	5	1.0	-4.3
CCOc1ccc(C(=O)OCC(=O)Nc2cc(C)on2)cc1OCC	-0.9	-4	57	3.5	-7	-1	-10	-15	1	-0.7	0.6
CCOC(=O)c1cccc(NS(=O)(=O)c2c(C)[nH]c(C)c2C(=O)N2CCCC2)c1	1.8	0	8	0.3	0	-2	3	-11	2	0.6	-1.5
O=C(Nc1ccc(Cl)cc1)c1cc(Br)ccc1OCC(=O)N1CCOCC1	-0.3	-2	-5	2.5	6	-1	9	-8	-4	1.9	-1.0
Cc1ccc(C)c(SCC(=O)Nc2nnc(-c3ccccc3)o2)c1	-1.4	-2	7	-4.6	-4	-19	-1	-24	7	-3.7	-6.9
